# Screens from PubChem.
# Tau fluor counter: counter-screen for tau fibril formation inhibitors; tau K18 P301L Alexa594 fluorescence, heparin fibrillization; Potency, µM (highest dose often 57.7 µM), for inactives: top-dose activity change, negative = decrease; hit rate 0.93% among 280,000; note: potency is the fitted concentration of half-maximal effect; % is set by controls: 0 for no effect and ±100 for the full control effect; nearly all actives have a fitted effect of over 55% in size
#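 Human tau K18 P301L (15 uM unlabeled, 0.24 uM Alexa 594-labeled) in 100 mM sodium acetate pH 7 with 20 uM heparin, 6 hr at 37 C. ThT 30 uM added, 1 hr ambient; Alexa 594 FP and total fluorescence read at 555/632 nm.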
# CBFb RUNX1 block: inhibitors of human CBF-beta and RUNX1 interaction; Q01196+Q13951; AID 1477; 230,000 tested, under 10 active; Potency, µM (series often up to 59.8 µM), without a hit: at the highest dose activity, negative = inhibition, hits mostly inhibitors; AlphaScreen CBFb-His/RUNX1-biotin binding, biochemical; note: % of control where 0% means no effect
#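 Read-out: AlphaScreen. Format: His-CBF-beta with biotinylated RUNX1 (30 nM each) preincubated 20 min, compound 15 min, Ni-chelate plus streptavidin beads 90 min; room temperature throughout.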
# Tau FP inhib: inhibitors of human tau fibril formation. P10636. K18 P301L tau heparin fibrillization, Alexa594 FP, 6 h. Potency, µM (doses to about 57.7 µM), for inactives: at the highest dose activity, negative = inhibition, hits mostly inhibitors. hit rate 0.39% among 280,000; note: potency is the fitted concentration of half-maximal effect; % is set by controls: 0 for no effect and ±100 for the full control effect; nearly all actives have a fitted effect of over 55% in size
# Target sequence (P10636 561-689 P618L limits assumed): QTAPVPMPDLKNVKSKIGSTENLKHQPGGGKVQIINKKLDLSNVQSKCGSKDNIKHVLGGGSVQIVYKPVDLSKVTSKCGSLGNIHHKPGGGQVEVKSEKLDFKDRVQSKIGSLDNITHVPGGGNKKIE
#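 Human tau K18 […] P301L fragment, 15 uM unlabeled plus 0.24 uM Alexa 594-labeled tau (final), with compound and 20 uM heparin in 100 mM sodium acetate pH 7; 6 hr at 37 C, then Alexa 594 FP read.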
# aGal spleen mod: inhibits or activates alpha-galactosidase in human spleen homogenate | P06280 | human spleen homogenate, 4MU-alpha-Gal fluorescence, 40 min | Potency, µM (doses to about 80 µM), for the others: at the top dose activity change, negative = inhibition, most hits filed as inhibitors | hit rate 0.008% among 240,000;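 note: potency is the fitted concentration of half-maximal effect; 0% = enzyme with vehicle and -100% = no enzyme basal signal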
#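 qHTS titration in buffer at pH 5.0. Alpha-galactosidase activity in spleen homogenate was measured via 4-methylumbelliferone release from 1 mM fluorogenic substrate after 40 min at 37C and a pH 10 stop. AC50 came from Hill fits of control-normalized data.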
# NPSR antagonist: neuropeptide S receptor (human) antagonism, cAMP | Potency, µM (top dose mostly 38.3 µM), inactives show at the top dose activity change, negative = inhibition, usual class: inhibitors | hit rate 1% among 220,000 | CHO-NPSR cells, cAMP TR-FRET, antagonist mode; note: potency is the fitted concentration of half-maximal effect; % is set by controls: 0 for no effect and ±100 for the full control effect; nearly all actives have a fitted effect of over 50% in size; many of its hits are not listed in these tables
# Target sequence (Q6W5P4 whole entry, looked up): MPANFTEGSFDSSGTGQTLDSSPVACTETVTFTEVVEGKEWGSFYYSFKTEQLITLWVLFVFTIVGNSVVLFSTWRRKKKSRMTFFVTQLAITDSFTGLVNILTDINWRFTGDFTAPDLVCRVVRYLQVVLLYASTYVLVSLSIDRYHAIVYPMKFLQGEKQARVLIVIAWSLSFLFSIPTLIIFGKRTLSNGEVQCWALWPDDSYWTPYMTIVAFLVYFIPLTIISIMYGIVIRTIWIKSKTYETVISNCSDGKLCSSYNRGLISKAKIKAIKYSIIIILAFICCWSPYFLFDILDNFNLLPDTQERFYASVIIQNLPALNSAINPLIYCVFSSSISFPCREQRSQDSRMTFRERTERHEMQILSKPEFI
# Epigenetic derep: epigenetic control regulation, reporter derepression. murine LDR cells, GFP reporter derepression, 30 h. Potency, µM (highest dose often 53.9 µM), without a hit: at the highest dose GFP activation, hits mostly activators. hit rate 0.2% among 280,000; note: potency is the fitted concentration of half-maximal effect; % of control where 0% means no effect; nearly all actives have a fitted effect of over 60% in size
#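 GFP-positive cell count by laser-scanning cytometry (objects 20–120 um) after 30 h, 37 C compound exposure of murine LDR cells; reporter is CMV-GFP integrated at a silenced locus, inducible by HDAC or DNMT inhibitors.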
# TexasRed fluor: counter-screen for TRb-SRC2 inhibitors: fluorescence interference; TRb/SRC2 Texas Red total fluorescence interference; Potency, µM (doses to about 106 µM), without a hit: top-dose fluorescence change, negative = quenching; hit rate 0.29% among 280,000; active = well fitted curve in either direction with a large enough effect; inconclusive = small, poorly fitted or top-dose-only effect; note: potency is the fitted concentration of half-maximal effect; % is set by controls: 0 for no effect and ±100 for the full control effect
#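 Human TRβ ligand-binding domain (0.6 uM) and Texas Red SRC2 peptide (20 nM) in Tris buffer with 1 uM T3 and 5% DMSO were incubated with pinned compound for 5 hr at ambient temperature. Total fluorescence was computed as S + 2P (555/632 nm).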
# TRb-SRC2 inh: TRbeta-SRC2 interaction inhibition; P10828; TRbeta-SRC2 peptide binding, fluorescence polarization; receptor liganded with 1 µM T3; Potency, µM (series often up to 106 µM), for inactives: at the highest dose activity change, negative = inhibition, actives largely listed as inhibitors; hit rate 0.065% among 280,000; AID 1469;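 note: potency is the fitted concentration of half-maximal effect; plate controls were bound peptide for no effect and peptide without receptor for full effect; nearly all actives have a fitted effect of over 50% in size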
# Target sequence (P10828 whole entry, looked up): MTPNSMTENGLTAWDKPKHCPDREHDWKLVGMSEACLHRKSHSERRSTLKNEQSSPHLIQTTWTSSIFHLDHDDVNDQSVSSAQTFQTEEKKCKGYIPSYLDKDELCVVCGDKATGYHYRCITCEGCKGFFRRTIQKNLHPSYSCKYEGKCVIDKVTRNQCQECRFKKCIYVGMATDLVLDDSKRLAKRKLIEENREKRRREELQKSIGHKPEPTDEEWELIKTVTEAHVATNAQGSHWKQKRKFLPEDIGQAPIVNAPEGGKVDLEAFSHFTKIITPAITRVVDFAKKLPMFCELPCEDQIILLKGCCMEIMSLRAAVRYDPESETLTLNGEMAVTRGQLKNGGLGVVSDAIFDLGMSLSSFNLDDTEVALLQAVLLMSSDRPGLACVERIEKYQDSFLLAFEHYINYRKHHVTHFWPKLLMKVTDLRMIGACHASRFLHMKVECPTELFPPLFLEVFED
#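 Assay buffer: 20 mM Tris-HCl, 100 mM NaCl, 10% glycerol, 1 mM EDTA, 0.01% NP-40, 1 mM DTT, 1 uM T3, 5% DMSO; TRb LBD 0.6 uM, Texas Red SRC2 20 nM; FP after 5 hr.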
# An asterisk follows results filed as active; ? = inconclusive; . = not tested or not shown; & = joins results of further samples; [ ] = another dose, or the depositor's remark. Unless noted, calls come from the whole dose curve; as a rule, active = well fitted curve in the direction sought with a large enough effect; inconclusive = small, poorly fitted or top-dose-only effect, or another doubt; inactive = no such curve, though single readings can be large; an effect the other way counts as inactive or inconclusive. An excerpt; count on the stated rates, not on these rows.
compound	Tau fluor counter	CBFb RUNX1 block	Tau FP inhib	aGal spleen mod	NPSR antagonist	Epigenetic derep	TexasRed fluor	TRb-SRC2 inh
O=C(c1ccco1)N1CCN(C2CC(=O)N(c3ccc4c(c3)OCO4)C2=O)CC1 (stereo not given)	0%	1%	2%	5%	-15%[46.1 µM]	-1.1%	-2%	8%
CCOc1ccc(CCNC(=O)COC(=O)c2ccccc2O)cc1OCC	-7%	-1%	3%	0%	-11%	-0.4%	-2%	2%
CCc1cccc(NC(=O)Nc2ccc3c(c2)OCO3)c1	?	11%	?	8%	7%	-0.7%	-5%	-3%
COc1cc(OC)c(OC)cc1CN(C)CCc1ccccn1	-2%	8%	2%	-6%	-1%[46.1 µM]	0.9%	-2%	-1%
COc1cnc(-c2ccccn2)nc1Sc1cccc(Cl)c1	-17%	-23%	-10%	4%	-21%[46.1 µM]	-0.9%	-1%	-5%
COc1ccc(N(CC(=O)N2CCc3ccccc32)S(=O)(=O)c2c(C)nn(C)c2C)cc1	-13%	-7%	4%	-7%	-20%[46.1 µM]	-1.0%	-3%	-3%
COc1ccc(NC(=S)NCc2ccco2)cc1	0%	2%	3%	-3%	-2%[46.1 µM]	-0.4%	2%	-3%
COc1ccc(/C=C/CN2CCN(Cc3ccc(C)cc3)C(CCO)C2)cc1 (stereo not given)	-2%	2%	-3%	-10%	1%	-4.7%	0%	0%
CCCc1cc(=O)n2[nH]c(NCc3ccccc3OC)nc2n1	-14%	.	-2%	.	.	0.0%	-81%[53 µM]	-28%[53 µM]
Cc1ccc(NC(=O)Cn2c(=O)n(Cc3nc(C)no3)c(=O)c3ccccc32)c(Cl)c1	7%	.	3%	.	.	1.8%	0%	0%
O=C(CSc1ccccn1)N/N=C/c1cccc([N+](=O)[O-])c1	-2%	0%	0%	4%	18%	0.0%	-2%	6%
O=C(COC(=O)CN1C(=O)c2ccccc2C1=O)Nc1ncc(Cl)cc1Cl	-9%	2%	8%	14%	-13%[46.1 µM]	-1.0%	2%	1%
CC(C)=NNc1nc2sc3c(c2c(=O)[nH]1)CC(C)(C)OC3	-13%	3%	-2%	5%	6%	1.5%	-9%	0%
O=c1cc2c(=O)oc3cc(O)c(O)oc3c2c(O)c1O	-29%	.	?	4%	7%	0.0%	-5%	6%
O=S(=O)(Nc1cccc(-c2ccc(N3CCCC3)nn2)c1)c1ccc(F)cc1F	-29%	.	1%	.	.	0.0%	-5%	6%
O=C(O)COc1ccc(OCCNC[C@H](O)COc2ccccc2)cc1	-5%	-11%	-5%	-9%	.	0.8%	-3%	7%
Cc1ccc(/C=C/C(=O)N2CCCC(C)C2)cc1 (stereo not given)	-5%	16%	-1%	1%	-12%	-0.9%	-3%	-10%
CC1CCN(CC(C)CNC(=O)c2cc(-c3ccccn3)nc3ccccc23)CC1 (stereo not given)	1%	-2%	-6%	10%	-8%[46.1 µM]	-0.4%	2%	4%
N[C@H](C(=O)O)c1ccc(C(=O)O)c(O)c1	-2%&-9%	?	-4%&-7%	21%&-4%	.	9.5%&0.3%	-10%&-1%	0%&1%
COc1ccccc1CNC(=O)C(=O)NCC1OCCN1C(=O)c1cccs1 (stereo not given)	-6%	10%	13%	4%	6%	-0.1%	1%	4%
O=C1N/C(=N\c2ccccn2)SC1Cc1ccc(Cl)cc1 (stereo not given)	-2%	4%	3%	6%	-26%	4.0%	1%	5%
COc1ccc(/C(O)=C2/C(=O)C(=O)N(CCN(C)C)C2c2cccnc2)cc1C (stereo not given)	-1%	4%	8%	-8%	2%	6.7%	0%	1%
CCOc1ccc(NC(=O)Cn2c(=O)n(Cc3ccc4c(c3)OCO4)c(=O)c3ccc(C(=O)NC4CCCCC4)cc32)cc1	-20%	.	?	.	.	7.2%	-2%	-2%
Cn1c(=O)c2c(nc(NCc3ccccc3)n2CC(N)=O)n(C)c1=O	-13%	7%	0%	-1%	6%	-1.1%	-9%	1%
CCOc1ccc(-c2nc(CSCC(=O)NCCc3ccc(OCC)c(OCC)c3)c(C)o2)cc1	-10%	.	-15%	.	.	-1.1%	3%	-2%
CC1=NN(c2ccccc2)C(=O)/C1=C/C=C/c1ccc(N(C)C)cc1	2.5µM*[quencher]	.	?	10%	-55%	2.3%	14%	23%
C/C(=N\NC(=O)Cc1cccc2ccccc12)c1ccncc1	6%	-1%	1%	-2%	17%	0.0%	-3%	2%
CCOC(=O)c1nnn2c1nc(N1CCCCC1)c1ccccc12	-18%	2%	?	11%	21%	-2.3%	3%	2%
O=C(Cc1ccc(Cl)cc1)Nc1ccncc1	-15%	2%	-5%	-13%	-3%	-4.1%	-1%	0%
CCNC(=O)CC1C(=O)N(c2ccc(F)cc2)C(=O)N1CCc1ccc(OC)cc1 (stereo not given)	-3%	4%	-13%	-9%	6%[46.1 µM]	0.8%	-1%	-12%
CCN(CC(=O)NCc1ccc(F)cc1)CC(=O)Nc1ccccc1-c1ccccc1	-14%	5%	6%	-6%	-16%	0.0%	1%	-1%
Cc1cc(C)nc(SCc2nnc(SCC(=O)Nc3ccccc3C)n2Cc2ccco2)n1	-7%	-3%	-7%	4%	-12%[46.1 µM]	0.0%	0%	4%
NC(=O)Nc1ccc(C(=O)OCC(=O)NC2CCCCC2)cc1	11%	19%	16%	-8%	-9%	-0.1%	0%	-4%
O=S1(=O)CC/C(=N/Nc2ccc(C(F)(F)F)cn2)c2cc(F)ccc21	-19%	-7%	-2%	6%	-34%	-2.7%	-1%	-1%
CC1CN(CCCCOc2ccc3ccccc3c2)CC(C)O1 (stereo not given)	-1%	13%	1%	5%	10%	-0.9%	-2%	-5%
CCOC(=O)CSc1nnc(-c2cccnc2)n1C	-2%	0%	-3%	-6%	-6%	3.0%	0%[53 µM]	-7%[53 µM]
CCOc1ccc(NC(=O)C2CCN(c3nnc(C)c4c(C)n(-c5ccccc5)nc34)CC2)cc1	2%	.	6%	.	.	0.8%	-2%	-2%
CCNC(=O)/C(C#N)=C/c1c(N2CCN(Cc3ccc4c(c3)OCO4)CC2)nc2c(C)cccn2c1=O	-3%	-6%	9%	?	-9%	-1.1%	3%	-2%
O=C(NCCc1csc(-c2ccc(Cl)cc2)n1)c1cccs1	-11%	.	1%	.	.	-0.9%	-3%	3%
COc1cc2c(cc1OC)CN(C(=O)C1(c3ccccc3)CC1)CC2	-7%	-2%	5%	-5%	?	3.2%	-1%	-19%

# Reformatted: entries from further up.
# Results follow in this order: Tau fluor counter, CBFb RUNX1 block, Tau FP inhib, aGal spleen mod, NPSR antagonist, Epigenetic derep, TexasRed fluor, TRb-SRC2 inh
CC1CN(CCCCOc2ccc3ccccc3c2)CC(C)O1 (stereo not given)
    -1%, 13%, 1%, 5%, 10%, -0.9%, -2%, -5%
CCOc1ccc(NC(=O)C2CCN(c3nnc(C)c4c(C)n(-c5ccccc5)nc34)CC2)cc1
    2%, ., 6%, ., ., 0.8%, -2%, -2%

# Other results
compound	Tau fluor counter	CBFb RUNX1 block	Tau FP inhib	aGal spleen mod	NPSR antagonist	Epigenetic derep	TexasRed fluor	TRb-SRC2 inh
COC(=O)c1ccc(NC(=O)Cn2nnc3ccccc32)cc1	-4%	3%	-1%	1%	-8%[46.1 µM]	-0.8%	-1%	-7%
Cc1ccc(NC(=O)CN2C(=O)S/C(=C\c3ccc(-c4cccc(C(=O)O)c4C)o3)C2=O)cc1C	-1%	11%	-7%	-8%	-41%	-3.9%	0%	16%
O=S(=O)(NCCOc1cccc2cccnc12)c1ccc(F)cc1	-1%	1%	-9%	5%	5%[46.1 µM]	-1.0%	-1%	1%
Cn1ccnc1C(O)c1ccccc1 (stereo not given)	-6%	-8%	4%	7%	19%	0.1%	2%	-4%
O=C(COC(=O)c1c2c(nc3ccccc13)/C(=C\c1cccs1)CCC2)Nc1ccccc1	?	24%	?	4%	-35%	2.6%	0%	10%
COC(=O)c1ccccc1NC(=S)N(Cc1ccc2c(c1)OCO2)Cc1cc2cccc(C)c2[nH]c1=O	-14%	-1%	-14%	-4%	-7%[46.1 µM]	3.3%	-5%	0%
O=C(N/N=C/c1c[nH]c2ccccc12)c1ccn[nH]1	-4%	3%	10%	4%	-4%	-2.7%	-4%	-2%
CCN(C(=O)Cn1cnc2sc(C)c(S(=O)(=O)N3CCN(c4ncccn4)CC3)c2c1=O)c1ccccc1F	-6%	.	-2%	.	.	-1.8%	1%	1%
CC(/C=N/Nc1ccc2nncn2n1)=C\c1ccccc1	-12%	1%	9%	7%	-18%	-1.0%	-3%	-1%
COCCNC(=O)CCCn1c(=O)c2ccccc2n(CC(=O)NCCC2=CCCCC2)c1=O	-5%	4%	-2%	8%	-10%[46.1 µM]	-1.1%	-6%	-3%
COc1ccc(CNC(=O)CS(=O)CC(=O)O)cc1OC (stereo not given)	3%	-12%	-1%	0%	10%	0.1%	0%	3%
N=C1C(c2ccccc2)=C(O)CN1c1ccc2c(c1)OCO2	-8%	1%	2%	3%	-11%[46.1 µM]	-1.0%	-1%	-20%
O=C(CN1CCSCC1)N/N=C/c1ccccc1F	-2%	3%	-1%	4%	13%[46.1 µM]	-0.1%	-5%	-6%
Cc1nc2ccccc2nc1N1CCCCC1	-3%	5%	3%	1%	9%[46.1 µM]	0.9%	-7%	5%
CSc1ccc(/C=N/n2c(C)nnc2C)cc1	-2%	3%	-6%	-11%	2%	3.1%	-1%	6%
O=C(O)c1cccc(NC(=O)c2cc3cc(Br)cc(Br)c3oc2=O)c1	-9%	.	-4%	.	.	-1.6%	?	-15%
CCOc1cccc(/C=C/C(=O)O)c1	0%	5%	5%	-15%	13%	0.4%	-2%	2%
CCOC(=O)c1cnn(-c2c(Cc3ccccc3)c(C)nc3c(-c4ccccc4)c(C)nn23)c1N	-9%	-6%	3%	10%	-18%[46.1 µM]	6.7%	-2%	-18%
